# MrgX1 antag – antagonists of human MrgX1 receptor, primary screen, HEK293 cells, Fluo-4 calcium flux; Mas-related G-protein coupled receptor member X1 (Homo sapiens), Q96LB2; BAM8-22 antagonism; active compounds read low; B-score at 10 µM; actives 1.3% (n = 310,000); AID 588676, 2011;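 active = calcium-response B-score plate-corrected more than 3 library SD below zero, starting fluorescence within 5 deviations, no agonist response on first addition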;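 also: peak minus trough fluorescence over baseline after final BAM8-22 challenge near maximal dose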
# RGS4 inh – RGS4 inhibitors, primary screen, cell-based, HEK293 M3R inducible RGS4, calcium flux. Regulator of G-protein signaling 4 (Homo sapiens), P49798. Fluo-4 calcium flux; active compounds read high; triggered by carbachol at its EC20. B-score at 10 µM. actives 0.45% (n = 310,000);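 active = B-score, a plate-corrected calcium signal, over three deviations above library mean, with baseline fluorescence within five deviations of library mean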;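 also: RGS4 expression induced by doxycycline in cells with stable M3 receptor; B-score is computed from the integrated fluorescence ratio over baseline after carbachol; higher B-score means a larger calcium signal and so more RGS4 inhibition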
# Platelet DG rel – inhibitors of platelet dense granule secretion, primary screen, cell-based, MLPCN, human platelets. human platelet-rich plasma, SFLLRN dense granule ATP release, luminescence. actives 0.22% (n = 300,000). inhibition, %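 (compounds screened at 7.5 µM in platelet-rich plasma)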;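 active = mean replicate score, as percent of positive control, at or above 50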
# TRPC4 inh – inhibitors of mouse TRPC4 channel, primary screen, Fluo4 calcium, HEK293 TRPC4beta/mu-opioid cells. Short transient receptor potential channel 4 (Mus musculus), Q9QUQ5. DAMGO-evoked Fluo4 calcium flux; active compounds read low. B-score at 10 µM. actives 0.39% (n = 300,000). AID 2247, 2010;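 active = B-score over 3 SD under the library average, no early fluorescence shift, positive overall ratio signal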
#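 test system = HEK293 cells with stable TRPC4beta plus mu-opioid receptor expression | detection = Fluo4 Ca2+ flux fluorescence | read-out = integrated fluorescence ratio relative to baseline, converted to per-well B score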
# MrgX1 PAM – positive allosteric modulators of MrgX1, primary screen, HEK293 cells, Fluo-4 calcium flux; Mas-related G-protein coupled receptor member X1 (Homo sapiens), Q96LB2; FDSS; active compounds read high; B-score at 10 µM; actives 0.63% (n = 310,000); AID 588675, 2011;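 active = plate-corrected calcium response at least 3 library SD above typical, normal starting fluorescence, not activating the receptor alone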;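 also: compound read alongside a low EC10 to EC30 dose of BAM8-22 agonist; peak minus trough fluorescence over baseline measured at the second addition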
# HIF act – HIF pathway transcriptional activators, primary screen, cell-based, U2OS HRE-luciferase, luminescence. actives 0.32% (n = 300,000). AID 1910, 2009. U2OS HRE-luciferase reporter; normalized: DMSO 0%, desferrioxamine 100%. activation, % at 7.5 µM (by protocol);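 active = mean activation of at least 10% of the iron chelator positive control signal, with at least half of replicates also reaching 10%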
# RGS4 pot – RGS4 potentiators or activators, primary screen, cell-based, HEK293 M3R inducible RGS4, calcium flux; B-score at 10 µM; actives 0.92% (n = 310,000); carbachol calcium flux Fluo4; active compounds read low;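 active = B-score of the integrated calcium signal more than 4 SD below the library mean, with starting fluorescence not abnormally high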;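 also: negative B-score means reduced calcium response which marks RGS4 activation or potentiation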
#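 Test system: HEK293 cells with stable M3R and inducible RGS4; also added: carbachol at ECmax as muscarinic agonist stimulus; schedule: dye loading 30 min 37 °C, buffer rest 30 min RT; technique: kinetic calcium fluorescence imaging with Fluo4-AM dye, 2 µM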
# MrgX1 ag – agonists of human MrgX1 receptor, primary screen, HEK293 cells, Fluo-4 calcium flux. Mas-related G-protein coupled receptor member X1 (Homo sapiens), Q96LB2. B-score at 10 µM. actives 0.44% (n = 310,000). Fluo-4 calcium fluorescence, agonist mode; active compounds read high. AID 588627, 2011;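 active = calcium response B-score plate-corrected fluorescence ratio at least 3 library SD, with starting fluorescence B-score inside 5 SD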
#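 Assay system: MrgX1-expressing HEK293 cells / Amount: fifteen thousand cells per well / Doses: test compound in the initial addition of three / Timing: cells plated overnight, dye loaded 0.5 h 37 °C, 0.5 h room temperature / Technique: kinetic calcium dye fluorescence, Fluo-4 NW / Control set: positive and negative controls per plate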
# SKKanGAS inh – S. pyogenes SKKanGAS growth inhibitors in kanamycin, primary screen, streptokinase expression inhibitor project, SKKanGAS strain, BacTiter-Glo luminescence | 6 h | inhibition, % at 7.5 µM | actives 1.3% (n = 300,000);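 active = mean replicate score, as percent of positive control median, at least 50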;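 also: strain carries kanamycin resistance gene driven by streptokinase promoter and grows in 40 µg/ml kanamycin; loss of luminescence reflects streptokinase promoter inhibition or plain growth inhibition; 0% = median of DMSO wells and 100% = positive control at its reference dose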
# TRPC6 inhibitor – mouse TRPC6 channel inhibitors, primary screen, cell-based, HEK293, membrane potential dye. ACh-evoked depolarization; active compounds read low. B-score at 10 µM. Short transient receptor potential channel 6 (Mus musculus), Q61143. actives 1.1% (n = 310,000);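 active = B-score under library mean minus 3 SD, initial fluorescence not abnormally high, positive integrated signal ratio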;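 also: B-score derived from integrated fluorescence ratio over the kinetic read; more negative B-score means stronger inhibition of depolarization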
# Target sequence (Q61143 whole entry, looked up): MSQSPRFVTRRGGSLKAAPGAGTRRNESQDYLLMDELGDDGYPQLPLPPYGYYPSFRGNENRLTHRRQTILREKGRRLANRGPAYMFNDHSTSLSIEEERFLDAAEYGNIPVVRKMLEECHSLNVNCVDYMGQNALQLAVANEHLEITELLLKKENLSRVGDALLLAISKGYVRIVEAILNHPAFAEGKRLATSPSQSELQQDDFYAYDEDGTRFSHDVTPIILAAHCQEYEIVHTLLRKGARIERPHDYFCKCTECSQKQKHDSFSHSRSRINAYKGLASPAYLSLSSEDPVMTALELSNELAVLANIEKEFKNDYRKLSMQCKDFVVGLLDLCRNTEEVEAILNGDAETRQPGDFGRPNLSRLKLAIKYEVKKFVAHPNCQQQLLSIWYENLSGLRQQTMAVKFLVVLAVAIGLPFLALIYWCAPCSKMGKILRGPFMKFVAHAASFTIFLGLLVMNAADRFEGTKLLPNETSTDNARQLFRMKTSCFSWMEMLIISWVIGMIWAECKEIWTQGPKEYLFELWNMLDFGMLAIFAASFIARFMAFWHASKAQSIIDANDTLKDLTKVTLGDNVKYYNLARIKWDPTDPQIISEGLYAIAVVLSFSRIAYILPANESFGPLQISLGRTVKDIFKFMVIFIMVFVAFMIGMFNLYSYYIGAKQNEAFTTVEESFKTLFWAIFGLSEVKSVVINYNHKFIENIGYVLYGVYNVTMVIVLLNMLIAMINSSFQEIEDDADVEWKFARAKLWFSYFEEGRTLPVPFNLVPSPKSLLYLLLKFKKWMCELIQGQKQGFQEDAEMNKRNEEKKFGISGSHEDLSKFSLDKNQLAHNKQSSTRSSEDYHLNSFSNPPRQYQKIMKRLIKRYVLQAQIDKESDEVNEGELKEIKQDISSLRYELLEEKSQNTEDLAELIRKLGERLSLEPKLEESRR
# TRPC6 activator – mouse TRPC6 channel activators, primary screen, cell-based, HEK293, membrane potential dye; Short transient receptor potential channel 6 (Mus musculus), Q61143; B-score at 10 µM; AID 2550, 2010; HEK293-TRPC6 membrane potential dye fluorescence; active compounds read high; actives 0.13% (n = 310,000);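 active = B-score of the integrated fluorescence ratio above library mean plus 3 SD, and starting fluorescence ratio within library mean plus 5 SD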;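 also: higher score means more depolarization so channel activation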
# * hit, by the source's call; i = inactive; · = not tested or not shown.
SMILES,MrgX1 antag,RGS4 inh,Platelet DG rel,TRPC4 inh,MrgX1 PAM,HIF act,RGS4 pot,MrgX1 ag,SKKanGAS inh,TRPC6 inhibitor,TRPC6 activator
O=C(N/N=C/c1cccnc1)c1ccc([N+](=O)[O-])cc1Cl,i,i,-3,i,i,0.1,i,i,1,i,i
CC(C)=CC(=O)O[C@H]1[C@@H]2[C@H](C)C(=O)O[C@@H]2C[C@@H](C)[C@@H]2[C@@H](O)CC(=O)[C@]21C,i,i,-1,i,i,-1.3,i,i,10,i,i
CCOc1ccccc1N(CC(=O)NCCSCc1ccco1)S(=O)(=O)c1ccccc1,i,i,2,i,i,0.2,i,i,27,i,i
CCN(CC)C(=O)c1[nH]cnc1C(=O)N[C@@H](Cc1ccccc1)C(=O)OCc1ccccc1,i,i,-2,i,i,0.1,i,i,-6,i,i
Cc1cccc(C(=O)NC(=S)Nc2ccccc2C(F)(F)F)c1,i,i,2,i,i,1.7,i,i,1,i,i
C[C@@H]1CC=C[C@H]2[C@H]1C(=O)N(Cc1ccccc1)[C@H]2c1ccoc1,i,i,5,i,i,-0.4,i,i,9,i,i
COc1ccc(NC(=O)CCNC(=O)Cn2ccc3ccccc3c2=O)c(OC)c1,i,i,6,i,i,-0.3,i,i,·,i,i
Cc1ccc(C(=O)NCC(=O)OCC(=O)NC2CCCCCCC2)cc1,i,i,0,i,i,0.7,i,i,6,i,i
O=C(CNC(=O)c1ccc(S(=O)(=O)N2CCCC2)cc1)N/N=C/c1ccc(Cl)cc1Cl,i,i,-1,i,i,·,i,i,5,i,i
Cc1cc(C)c(C(N)=O)c(SCC(=O)c2ccc(Cl)cc2)n1,i,i,2,i,i,0.5,i,i,0,i,i
Cc1ccc(N(CCCCN2C(=O)c3ccccc3C2=O)C(=O)c2ccc(Cl)s2)cc1,i,i,16,i,i,0.0,i,i,-4,i,i
O=C(/C=C(\O)c1ccccc1)C(=O)NNC(=O)c1ccccc1[N+](=O)[O-],i,i,0,i,i,1.7,i,i,-1,i,i
c1ccc2c(c1)ccc1nnc(SCc3ccc4c(c3)OCO4)n12,i,i,26,i,i,1.0,i,i,-2,i,i
O=C1C2C3C=CC(C3)C2C(=O)N1c1ccc(-c2nc3ccccc3o2)cc1 (centres undefined),i,i,8,i,i,1.8,i,i,-4,i,i
O=C(Nc1ccc(S(=O)(=O)N2CCCC2)cc1)C1CCCCC1,i,i,-6,i,i,0.1,i,i,3,i,i
COc1ccc(-c2csc(N)n2)cc1F,i,i,0,i,i,1.8,i,i,-9,i,i
COc1ccc(/C(C)=N\NC(=O)C(c2ccncc2)N2CCOCC2)cc1 (centres undefined),i,i,12,i,i,-0.3,i,i,6,i,i
O=C(CN1C(=O)NC(Cc2c[nH]c3ccccc23)C1=O)Nc1cccc(S(=O)(=O)N2CCOCC2)c1 (centres undefined),i,i,-3,i,i,-0.3,i,i,1,i,i
Cc1cc([N+](=O)[O-])nn1Cc1ccc(F)cc1,·,i,7,i,·,0.3,i,·,2,i,i
Cc1ccc(NS(=O)(=O)c2cc(C(=O)N3CCCC3)ccc2C)cc1C,i,i,3,i,i,-0.7,i,i,-7,i,i
CCCCCCNS(=O)(=O)c1ccc(NC(=O)C2CCCO2)cc1 (centres undefined),i,i,-8,i,i,-0.2,i,i,-1,i,i
CCOc1ccc(NC(=O)C2CCC(N3C(=O)C4CC=CCC4C3=O)CC2)cc1 (centres undefined),i,i,-1,i,i,0.2,i,i,1,i,i
Cc1ccc(C)c(N(CC(=O)NCc2ccc3c(c2)OCO3)C(=O)CCC(=O)Nc2ccccn2)c1,i,i,11,i,i,-0.8,i,i,0,i,i
Cc1cc(C)cc(C(=O)NCC(=O)OCC(=O)N2CCCCC2)c1,i,i,0,i,i,-0.1,i,i,1,i,i
O=C(c1nn2c(C(F)(F)F)cc(-c3ccc(F)cc3)nc2c1Cl)N1CCOCC1,i,i,12,i,i,0.3,i,i,-1,i,i
COCCCNC(=O)c1c(N)n(-c2cccc(S(N)(=O)=O)c2)c2nc3ccccc3nc12,i,i,1,i,i,-0.4,i,i,21,i,i
COc1ccc(-c2ccc3ccccc3n2)cc1,i,i,4,i,i,-3.8,i,i,5,i,i
O=C(N/N=C/c1cc2c3c(c1O)CCCN3CCC2)c1ccccc1O,·,i,-2,i,·,55*,i,·,55*,i,i
COc1ccc(-c2cc(C(=O)Nc3cc(C)ccc3O)no2)cc1,i,i,9,i,i,3.7,i,i,-11,i,i
CCN(CC)C(=O)COc1ccc(-c2nnc(Nc3ccc(OC)c(C(=O)NC)c3)c3ccccc23)cc1,i,i,16,i,i,0.5,i,i,21,i,i
COc1cc2c(cc1OC)CN(C(=O)c1ccco1)CC2,i,i,3,i,i,-0.3,i,i,-4,i,i
Cc1cc(S(=O)(=O)Cc2noc(-c3c(C)noc3C)n2)c(C)cc1Cl,i,i,-2,i,i,-0.6,i,i,-4,i,i
COc1ccc(Nc2c(-c3ccco3)nc3cccc(C)n23)cc1,i,i,-5,i,i,0.1,i,i,-5,i,i
CC(=O)Nc1ccc2nc(CN3CCC(CO)(CCc4ccccc4)CC3)ccc2c1,i,i,3,i,i,0.0,i,i,-18,i,i
CCCOc1ccccc1OCC(=O)Nc1ccc(S(=O)(=O)N2CCCC2)cc1,i,i,32,i,i,0.1,i,i,-3,i,i
C(=N\Nc1ccccn1)/c1ccc(N2CCOCC2)cc1,i,i,10,i,i,2.6,i,i,1,i,i
COc1ccc2nc(N3CCCCC3)c(C#N)cc2c1,i,i,3,i,i,3.3,i,i,-12,i,i
Cc1ccc(C)c(N2N=C(C(=O)OCc3nnc(-c4ccccc4)o3)CCC2=O)c1,i,i,10,i,i,-0.1,i,i,-11,i,i
CCOC(=O)c1cc(-c2ccccc2)sc1NC(=O)CSc1nnc(N)s1,i,i,-28,i,i,-0.1,i,i,-7,i,i
O=C(c1cnc2ccccc2n1)N1CCN(c2ccc(C(F)(F)F)cn2)CC1,i,i,1,i,i,-0.2,i,i,4,i,i
COc1ccc(S(=O)(=O)Nc2c(C)n(C)n(-c3ccccc3)c2=O)cc1C(=O)O,i,i,-8,i,i,-19,i,i,-3,i,i
O=C(CCN1C(=O)c2ccccc2C1=O)Nc1cccc(S(=O)(=O)N2CCCCC2)c1,i,i,-10,i,i,-0.3,i,i,-2,i,i
Cn1c(NCc2ccccc2Cl)nc2ccccc21,i,i,22,i,i,3.3,i,i,5,i,i
CCOC(=O)C(NC(C)=O)(Nc1ccc(S(=O)(=O)Nc2cc(C)on2)cc1)C(F)(F)F (centres undefined),i,i,-6,i,i,0.3,i,i,5,i,i
COc1ccc(C(=O)NCC(=O)OCC(=O)Nc2cc(OC)ccc2OC)cc1,i,i,-6,i,i,0.1,i,i,-23,i,i
O=Cc1ccc(OCC(=O)Nc2ccccc2C(F)(F)F)cc1,i,i,0,i,i,0.4,i,i,1,i,i
COc1ccc(NC(=O)CN2CCCC(C)C2)c([N+](=O)[O-])c1 (centres undefined),i,i,-1,i,i,0.8,i,i,-3,i,i
CCCS(=O)(=O)c1c(S(=O)(=O)CCC)c2c(N)cccn2c1C(=O)c1ccc(OC)cc1,i,i,3,i,i,-0.3,i,i,5,i,i
O=C(CCCNS(=O)(=O)c1cccs1)N1CCN(c2ccc(F)cc2)CC1,i,i,5,i,i,-0.3,i,i,-9,i,i
Cc1ccccc1C(=O)OCC(=O)N(C)c1c(N)n(Cc2ccccc2)c(=O)[nH]c1=O,i,i,-10,i,i,0.6,i,i,-1,i,i
Cc1cc(CNC(=O)COc2ccccc2)c2ccccc2n1,·,i,-2,i,·,1.7,i,·,-1,i,i
CCOC(=O)NC(=O)COC(=O)CNC(=O)c1ccc(OCC)c(OCC)c1,i,i,0,i,8.9*,-1.2,i,i,-2,i,i
CCN(CC(=O)Nc1cc(Cl)ccc1C)C(=O)CSCc1c(C)noc1C,i,i,15,i,i,0.4,i,i,4,i,i
Cc1ccc(NC(=O)N2CCCC2C(=O)NCc2cccs2)cc1 (centres undefined),i,i,0,i,i,-0.6,i,i,-4,i,i
Cc1nnc(SCC(=O)NCc2ccccc2Cl)[nH]c1=O,i,i,4,i,i,-0.7,i,i,·,i,i
CNC(=O)C1CC(=O)N(CCCc2ccccc2)C(=Nc2ccccc2)S1 (centres undefined),i,i,-3,i,i,-0.3,i,i,7,i,i
CSc1nc(-c2ccc(C)cc2)nc(N)c1C#N,i,i,-8,i,i,0.5,i,i,-6,i,i
O=CNCCCc1nc2ccccc2n1Cc1cccc2ccccc12,i,i,6,i,i,·,i,i,-8,i,i
CC(=O)NC1C(=O)Nc2c(C)cc(C)cc21 (centres undefined),i,i,1,i,i,-0.1,i,i,-4,i,i
COC(=O)C1=C(C(=O)OC)[C@@H]2N(C)c3ccc(OC)cc3[C@@]23C[C@@H](C(=O)OC)N(C(=O)COCc2ccccc2)C3=N1,i,i,-2,i,i,-0.8,i,i,6,i,i
CCc1sc(C(=O)Nc2ccccc2N2CCOCC2)cc1C,i,i,2,i,i,0.0,i,i,-11,i,i
O=C(c1ccc(Cl)cc1)N1N=C(c2ccccn2)CC1(O)C(F)(F)F (centres undefined),i,i,10,i,i,0.4,i,i,42,i,i
